Screening data (PubChem BioAssay)
BL2 CD40 inh = inhibitors of CD40-induced NF-kB signaling, primary screen, BL2 cells, luciferase reporter, single point. CD40L-induced, 4 h. inhibition, % at 10 µM. 83,000 compounds, 0.94% hits;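 active = mean inhibition of at least 50% with a set share of replicates also reaching that level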;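 note: 0% = neutral control wells and 100% = IKK inhibitor VII at 50 µM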
* = called active by the depositor; & = joins results of further samples; [ ] = remark or other dose.

For COc1cccc(CC(=O)OC(C)C(=O)Nc2ccc(Cl)cn2)c1 (stereo unspecified) the results were BL2 CD40 inh 10.
`O=C(NCC(c1ccco1)N1CCCC1)c1cccc(NS(=O)(=O)c2ccccc2)c1` (stereo unspecified) gave BL2 CD40 inh 7.
`O=C(c1cn2ccccc2n1)N1CCc2c([nH]c3ccccc23)C1c1ccccn1` (stereo unspecified) gave BL2 CD40 inh 6.
For c1ccc(Oc2ccc(-c3ccnc4ncnn34)cc2)cc1 the results were BL2 CD40 inh -2.
For COc1ccc(CC(=O)Nc2ccc3nc(C)sc3c2)cc1OC the results were BL2 CD40 inh 3.
For COc1ccc(C#Cc2ccc([C@@H]3[C@@H](CO)N4C(=O)CN(C(=O)NC(C)C)C[C@H]34)cc2)cc1 the results were BL2 CD40 inh 12[25 µM].
Screening CN(C)C(=O)c1ccc(-c2ccc(C3[C@H]4CNC[C@@H]3N4S(=O)(=O)c3ccc(Cl)cc3)cc2)cc1 (stereo partly specified) returned BL2 CD40 inh -9[25 µM].
Screening O=C(COC(=O)c1ccccc1Nc1ccc(SC(F)F)cc1)NC1CC1 returned BL2 CD40 inh -67.
CNCCCCOc1ccc(C(C)(C)C)cc1Cl was read as BL2 CD40 inh -4.
Screening CCn1cc2c(c1-c1cccc(C)c1)c(=O)n(C)c(=O)n2C returned BL2 CD40 inh -6.

Fetched one by one from the list above:
CNCCCCOc1ccc(C(C)(C)C)cc1Cl was read as BL2 CD40 inh -4.
Screening CN(C)C(=O)c1ccc(-c2ccc(C3[C@H]4CNC[C@@H]3N4S(=O)(=O)c3ccc(Cl)cc3)cc2)cc1 (stereo partly specified) returned BL2 CD40 inh -9[25 µM].
For COc1cccc(CC(=O)OC(C)C(=O)Nc2ccc(Cl)cn2)c1 (stereo unspecified) the results were BL2 CD40 inh 10.
`O=C(NCC(c1ccco1)N1CCCC1)c1cccc(NS(=O)(=O)c2ccccc2)c1` (stereo unspecified) gave BL2 CD40 inh 7.

(continued)
S=C(NCc1ccc(Cl)cc1)NCc1ccccn1 was read as BL2 CD40 inh -1.
Screening Cc1csc(SCC(=O)NC(=O)NC(C)C)n1 returned BL2 CD40 inh 7.
`Cc1ccc(C(=O)CC(C(=O)O)n2cncn2)cc1` (stereo unspecified) gave BL2 CD40 inh -6.
Screening Cc1ccc(-c2cccc(NC(=O)C3C(C(=O)O)[C@@H]4C=C[C@H]3C4)c2)o1 (stereo partly specified) returned BL2 CD40 inh -3.
Cc1nnc(-c2cccc(C(F)(F)F)c2)nc1N1CCOCC1 was read as BL2 CD40 inh -7.
`CC(NC(N)=O)C12CC3CC(CC(C3)C1)C2` (stereo unspecified) gave BL2 CD40 inh 3.
Cc1cc(C)n(C(=O)c2ccc(Cl)c(F)c2F)n1 was read as BL2 CD40 inh 1.
Screening CC(=O)c1c(C)[nH]c(C(=O)Nc2ccc3c(c2)OCCO3)c1C returned BL2 CD40 inh -22.
`O=C(CCN1C(=O)C2CCCCC2C1=O)Nc1nc(-c2ccc(F)c(F)c2)cs1` (stereo unspecified) gave BL2 CD40 inh -8.
CCOC(=O)NCc1ccc(CNC(=O)OCC)cc1 was read as BL2 CD40 inh 12.
CC(C)COC(=O)N1CC(O)CC1C(=O)Nc1ccc2c(c1)OCO2 (stereo unspecified) was read as BL2 CD40 inh -1.
For COc1ccccc1C(=O)Nc1onc(C)c1C#N the results were BL2 CD40 inh 0.
`CCCCN(C(=O)CSCC(=O)Nc1ccc(OC)cc1)c1c(N)n(Cc2ccccc2)c(=O)[nH]c1=O` gave BL2 CD40 inh 19.
Screening C[C@H](CO)N1C[C@H](C)[C@H](CN(C)Cc2ccc(O)cc2)OCc2cn(nn2)CCCC1=O returned BL2 CD40 inh -6.
`Cc1cc(NC(=O)C(C)SCC(=O)Nc2ccccc2N2CCCC2)no1` (stereo unspecified) gave BL2 CD40 inh 13.
For CCCCCCSc1nnc(N)s1 the results were BL2 CD40 inh 2.
For O=C(CN(C1CCCCC1)S(=O)(=O)c1ccccc1)N1CCCC1 the results were BL2 CD40 inh -2.
Screening Cc1ccc(S(=O)(=O)N(C)c2ccc(OCC(=O)OCc3c(C)noc3C)cc2)cc1 returned BL2 CD40 inh 6.
Screening O=C(Nc1ccccc1Cl)OCc1cncs1 returned BL2 CD40 inh -16.
For O=C(NC(Cc1ccccc1)C(=O)N1CCCCC1)c1ccccc1 (stereo unspecified) the results were BL2 CD40 inh 12.

Structures above containing a furan ring, fused or not:
`O=C(NCC(c1ccco1)N1CCCC1)c1cccc(NS(=O)(=O)c2ccccc2)c1` (stereo unspecified) gave BL2 CD40 inh 7.
Screening Cc1ccc(-c2cccc(NC(=O)C3C(C(=O)O)[C@@H]4C=C[C@H]3C4)c2)o1 (stereo partly specified) returned BL2 CD40 inh -3.

Next part
For N#Cc1c(N)n(CCNC(=O)c2cccs2)c2nc3ccccc3nc12 the results were BL2 CD40 inh 11.
O=C(NCCCN1CCOCC1)c1cc(-c2ccc(Br)cc2)nc2ccccc12 was read as BL2 CD40 inh 1.
`Cn1c(SCc2cccc3ccccc23)nnc1-c1ccco1` gave BL2 CD40 inh -5.
`CS(=O)(=O)N1[C@@H](C#N)[C@@H](c2ccc(-c3ccccc3F)cc2)[C@@H]1CO` gave BL2 CD40 inh -14[25 µM].
Screening O=C(c1ccc(Br)o1)N(c1ccccn1)C1CCCCC1 returned BL2 CD40 inh 14.
For O=C(COC(=O)c1ccccc1Oc1ccccc1)NC1CCS(=O)(=O)C1 (stereo unspecified) the results were BL2 CD40 inh 3.
`O=C(C[n+]1ccc(/C=C/c2ccccc2)cc1)c1ccc2c(c1)OCCO2` gave BL2 CD40 inh 25.
For CC(C)CCNC(=O)COc1ccc(C(=O)c2ccccc2)cc1 the results were BL2 CD40 inh 12.
COCCCn1cnc2c(c1=O)c1nc3ccccc3nc1n2CCc1ccccc1 was read as BL2 CD40 inh 7.
For O=C(Cc1cccnc1)N1[C@@H](CO)[C@@H]2c3ccccc3NC[C@@H]21 the results were BL2 CD40 inh 1[25 µM].
Screening CC(C)CCSc1nc(N)c(C#N)cc1C#N returned BL2 CD40 inh -11.
CC(C)C#Cc1ccc([C@H]2[C@H](CO)N3C(=O)CN(C(=O)Cc4ccccc4)C[C@@H]23)cc1 was read as BL2 CD40 inh 2[25 µM].
For CNC[C@H]1OCc2cn(nn2)CCCC(=O)N([C@H](C)CO)C[C@@H]1C the results were BL2 CD40 inh -1[25 µM].
For COc1ccc(NC(=O)CCc2ccccc2)cc1S(=O)(=O)N1CCCCC1 the results were BL2 CD40 inh 32.
Screening COc1ccc2c3c([nH]c2c1)[C@H](CO)N(C(=O)C1CCOCC1)CC31CCN(Cc2nccs2)CC1 returned BL2 CD40 inh 5[25 µM].
`CC(C)(Oc1cccc2ccccc12)C(=O)O` gave BL2 CD40 inh 8.
`COc1ccc(S(=O)(=O)N(C)C[C@H]2OCCCC[C@H](C)Oc3ccc(NC(=O)Nc4ccc(F)cc4)cc3C(=O)N([C@H](C)CO)C[C@@H]2C)cc1` gave BL2 CD40 inh 4.
`Cc1ccc(N2C(=O)N(CC(=O)Nc3ccc(C)c(C)c3)C(=O)C2C)cc1` (stereo unspecified) gave BL2 CD40 inh -17.
Cc1ccc(-n2nc3c(c2NC(=O)c2cccs2)CSC3)cc1 was read as BL2 CD40 inh 10.
Screening CC(C)CC(=O)Nc1ccc(C(=O)Nc2cccc(O)c2)cc1 returned BL2 CD40 inh -17.

A draw from above in order of molar mass, rising:
`CC(C)(Oc1cccc2ccccc12)C(=O)O` gave BL2 CD40 inh 8.
For CNC[C@H]1OCc2cn(nn2)CCCC(=O)N([C@H](C)CO)C[C@@H]1C the results were BL2 CD40 inh -1[25 µM].
Screening COc1ccc2c3c([nH]c2c1)[C@H](CO)N(C(=O)C1CCOCC1)CC31CCN(Cc2nccs2)CC1 returned BL2 CD40 inh 5[25 µM].

New compounds follow:
O=C(NCCOc1ccc2ccccc2c1)c1cncc(Br)c1 was read as BL2 CD40 inh 4.
For CN(CC(=O)Nc1cccc(F)c1)C(=O)c1ccc(S(=O)(=O)N2CCCC2)cc1 the results were BL2 CD40 inh 4.
For COc1ccc2c(c1)cc(C(=O)O)n2C the results were BL2 CD40 inh 12.
For CC(=O)Nc1ccc(S(=O)(=O)N(C)CC(=O)OCC(=O)N2CCCCCC2)cc1 the results were BL2 CD40 inh 3.
`O=C(NCCSc1ccc(Br)cc1)c1ccc2nc[nH]c2c1` gave BL2 CD40 inh -37.
CCC(C(=O)N1CCOCC1)n1nc(C)c2c(C)n(-c3ccccc3)nc2c1=O (stereo unspecified) was read as BL2 CD40 inh 3.
For Cc1cc(-c2nnc(CCC(=O)NCC(C)c3ccccc3)o2)no1 (stereo unspecified) the results were BL2 CD40 inh 17.
Cc1noc(C)c1NC(=O)N(C)C[C@@H]1OCCCC[C@@H](C)Oc2ccc(NC(=O)CCCCCC(=O)Nc3ccccc3N)cc2C(=O)N([C@H](C)CO)C[C@@H]1C was read as BL2 CD40 inh 6[25 µM].
Screening CCOc1ccc(NC(=O)N2CCC(c3nc4ccccc4o3)CC2)cc1 returned BL2 CD40 inh 5.
Screening Cc1cc(C(=O)COc2ccc(C#N)cc2)c(C)n1CC1CCCO1 (stereo unspecified) returned BL2 CD40 inh 3.
O=C(NCc1ccccn1)c1cccc(S(=O)(=O)Nc2ccccc2Cl)c1 was read as BL2 CD40 inh 2.
Screening COCC(=O)N1CC[C@@H]2[C@@H](CO)Nc3ccc(-c4cccc(C#N)c4)cc3[C@@H]21 returned BL2 CD40 inh -17[25 µM].
CC1CC(C)CN(C(=O)CCNS(=O)(=O)c2ccc3c(c2)CCC(=O)N3)C1 (stereo unspecified) was read as BL2 CD40 inh 10.
Screening COc1ccc(NS(=O)(=O)/C=C/c2ccc(OC)c(OC)c2)cc1 returned BL2 CD40 inh 7.
`CN(C)C(=O)c1cccc(-c2ccc3c(c2)[C@@H]2[C@@H](CCN2C(=O)Cc2ccccn2)[C@H](CO)N3C)c1` gave BL2 CD40 inh -6[25 µM].
Screening Cn1cccc1-c1cc(C(=O)O)[nH]n1 returned BL2 CD40 inh 8.
CCCNC(=O)N1[C@@H]2Cn3c(cccc3=O)[C@H]1[C@@H](C(=O)N1CCC(Cc3ccccc3)CC1)[C@@H]2CO was read as BL2 CD40 inh -11[25 µM].
CCOc1ccc(OCCC(=O)N(CCC(C)C)c2c(N)n(Cc3ccccc3)c(=O)[nH]c2=O)cc1 was read as BL2 CD40 inh 8.
`CCn1cnc2sc(C(=O)O)c(C)c2c1=O` gave BL2 CD40 inh 1.
`Cc1ccc(C(=O)OCC(=O)Nc2ccc(N(C)C)cc2)cc1NC(=O)c1ccco1` gave BL2 CD40 inh -5.
`CC(=O)Nc1cc2oc3ccccc3c2cc1[N+](=O)[O-]` gave BL2 CD40 inh -43.
Cc1sc2c(c1C)CN(Cc1ccncc1)CN2C(=O)c1ccco1 was read as BL2 CD40 inh -36.
For Cc1cc(NC(=O)CSCC(=O)Nc2cc(C(F)(F)F)ccc2N2CCCCC2)no1 the results were BL2 CD40 inh -1.
Screening O=S(=O)(Cc1nnnn1-c1ccc(Br)cc1)c1ccccc1 returned BL2 CD40 inh 2.
Fc1ccc(-c2nnc3sc(C4COc5ccccc5O4)nn23)cc1 (stereo unspecified) was read as BL2 CD40 inh -1.
`Cc1[nH]c2ccccc2c1CCN(Cc1cccnc1)C(=S)Nc1cccc(F)c1` gave BL2 CD40 inh 0.
`COc1ccc(C23NCCN2C(=O)c2ccccc23)cc1` (stereo unspecified) gave BL2 CD40 inh 9.
C[C@@H]1CN([C@H](C)CO)C(=O)c2cc(C3=CCCCC3)cnc2O[C@@H]1CN(C)S(=O)(=O)c1cn(C)cn1 was read as BL2 CD40 inh 5[25 µM].
For Cc1cn(S(=O)(=O)c2ccc(Cl)cc2)c(C)n1 the results were BL2 CD40 inh 6.
O=C(Cn1nnc(-c2cccc(C(F)(F)F)c2)n1)NC(=O)NCc1ccco1 was read as BL2 CD40 inh 2.
For O=C(NCCSc1c[nH]c2ccccc12)c1ccc2c(c1)OCO2 the results were BL2 CD40 inh -21.
`C[C@H]1CN([C@@H](C)CO)C(=O)c2ccccc2-c2ccccc2CO[C@H]1CN(C)C(=O)Nc1ccccc1C(F)(F)F` gave BL2 CD40 inh -14[25 µM].
For C[C@@H]1CN([C@@H](C)CO)C(=O)c2cc(NC(=O)C3CCCCC3)ccc2O[C@@H](C)CCCCO[C@@H]1CN(C)C(=O)CCC(F)(F)F the results were BL2 CD40 inh -5[25 µM].
`CC(C)CC#Cc1ccc([C@H]2[C@H]3CN(C(=O)c4ccccn4)CC(=O)N3[C@H]2CO)cc1` gave BL2 CD40 inh 6[25 µM].
Cc1cc(Cl)c2oc(C(=O)N(C)Cc3ccon3)c(C)c2c1 was read as BL2 CD40 inh -114.
Screening CN(C(=O)CSc1ncccc1C(=O)O)c1ccccc1 returned BL2 CD40 inh 0.
For CN(C)C(=O)c1ccc(-c2ccc(C3[C@@H]4CN(Cc5cccnc5)C[C@H]3N4)cc2)cc1 (stereo partly specified) the results were BL2 CD40 inh -3&2[25 µM].
Screening CC(C)(C)c1ccc(S(=O)(=O)NC(=O)C2(C)CCN2C(=O)CC2CCCCC2)cc1 (stereo unspecified) returned BL2 CD40 inh -2.
O=C(OCC(=O)N1CCc2ccccc21)c1ccncc1 was read as BL2 CD40 inh -8.
Screening Nc1c(-c2ccccc2)cnn1C1CCS(=O)(=O)C1 (stereo unspecified) returned BL2 CD40 inh 9.

The final two compounds of the part above are carried over, then new ones follow:
O=C(OCC(=O)N1CCc2ccccc21)c1ccncc1 was read as BL2 CD40 inh -8.
Screening Nc1c(-c2ccccc2)cnn1C1CCS(=O)(=O)C1 (stereo unspecified) returned BL2 CD40 inh 9.
COc1ccc(C(=O)N2C[C@H]3[C@@H](c4ccccc42)[C@@H](CO)N3C(=O)Cc2ccccn2)cc1 was read as BL2 CD40 inh 0[25 µM].
For Cn1c(SCC(=O)Nc2cc(S(=O)(=O)N3CCOCC3)ccc2N2CCOCC2)nnc1-c1ccncc1 the results were BL2 CD40 inh 6.
`CCOC(=O)Cc1c(C)nc(N)[nH]c1=O` gave BL2 CD40 inh 11.
Screening COc1cc(C(=O)NCCC(=O)NC2CCCCCCC2)cc(OC)c1OC returned BL2 CD40 inh 8.
For CCN(C(=O)COC(=O)CC1CCCCC1)c1c(N)n(Cc2ccccc2)c(=O)[nH]c1=O the results were BL2 CD40 inh 3.

These rows are one share of the data; rates above refer to the full screens.
